# SRC3 TRFRET art: flags TR-FRET format artefacts in PPARgamma SRC-3 recruitment agonist screen | TR-FRET artefact counter-screen, PPARgamma/SRC-3 format; hits give high values | actives 0.39% (n = 99,000) | TR-FRET ratio at 8 µM; in the data active = TR-FRET ratio above about 2000; also: inactives centre near 1600; reference of the scale not given here
# SRC1 TRFRET art: TR-FRET artefact, counter-screen to PPARgamma/SRC-1 agonist assay. actives 0.34% (n = 99,000). TR-FRET detection artefact counter-screen, emission ratio; hits give high values. TR-FRET ratio at 8 µM; in the data active = TR-FRET ratio above about 2300; also: inactives centre near 1800; reference of the scale not given here
# * hit, by the source's call. Not all compounds are listed; the hit share may differ from the screen's.
SMILES,SRC3 TRFRET art,SRC1 TRFRET art
[O-][n+]1c2c(nn1-c1ccc(Cl)c(Cl)c1)-c1nonc1CC2,1528,1649
CCN1CCN(C(=O)c2sc3ncnc(N4CCc5ccccc5C4)c3c2C)CC1,1767,1803
C[C@H]1CC[C@@]2(O[C@@H](CCO)C[C@@H](O)[C@@H]2O)O1,1532,1804
COc1ccc(-c2cc(C(=O)N3CCN(c4ncccn4)CC3)c3ccccc3n2)c(OC)c1,1369,1725
O=C(/C=C/c1ccccc1[N+](=O)[O-])NCc1ccccc1Cl,1678,1646
O=C(Nc1nc2c(s1)CCCC2)c1ccc2ncsc2c1,1511,1593
N#Cc1cc2c(nc1S(=O)(=O)Cc1ccccc1)CCCC2,1452,1720
O=C(Nc1ccncc1)c1ccc(-c2ccccc2)cc1,1594,1996
Cc1cccc(COCC(Cc2ccccc2)N2CCN(C(=O)c3ccc(C(F)(F)F)cc3)CCC2=O)c1 (stereo not drawn),1569,1527
COc1ccccc1OCC(=O)Nc1ccc2c(c1)n(C)c(=O)n2C,1678,1715
Cc1ccc(S(=O)(=O)n2c3ccc(Cl)cc3c3nc(C)sc32)cc1,1435,1679
CSc1ccccc1NC(=O)c1ccccc1,1631,1701
Cc1c(Cl)c([N+](=O)[O-])nn1CC(=O)N1CCCC1,1483,1756
COc1ccc(-c2nnn(CC(=O)N(CCN3CCOCC3)C(C(=O)NC3CCCC3)c3ccco3)n2)cc1 (stereo not drawn),1662,1680
Cc1cc(C)nc(NC(=O)c2ccc(Cl)cc2)n1,1546,2045
O=C(NC(=S)Nc1ccc(S(=O)(=O)Nc2nccs2)cc1)c1ccc(F)c(F)c1,1294,1704
O=C(COC(=O)/C=C/c1ccccc1)Nc1cccc(Oc2ccccc2)c1,1404,1498
O=C(c1ccccc1[N+](=O)[O-])N1CCCN(C(=O)c2ccccc2[N+](=O)[O-])CC1,1663,1854
Cc1cccc(OCCN2C(=O)C(=O)c3cccc(C)c32)c1,1518,1871
Cc1oc2ccc(OC(=O)N3CCOCC3)cc2c1C(=O)OC(C)C,1513,1784
O=C(Nc1ccccc1)Nc1ccccc1NS(=O)(=O)c1cccs1,1674,1672
CCNC(=O)c1ccc(C2SCC(=O)N2CCc2ccccc2)cc1 (stereo not drawn),1598,1675
CN(c1ccccc1)C1CCCCC1NS(=O)(=O)c1ccc(Cl)cc1 (stereo not drawn),1420,1663
O=C(NC1CCS(=O)(=O)C1)C1C2CC3CC(C2)CC1C3 (stereo not drawn),1489,1564
CCOc1cc(C)c(Cl)cc1S(=O)(=O)NCCOC,1574,1770
# Next entries:
SMILES,SRC3 TRFRET art,SRC1 TRFRET art
CC(NC(=O)Nc1ccccc1)C(c1ccccc1)N1CCOCC1 (stereo not drawn),1585,1835
Cc1nn(C)c(Cl)c1CN1CCCC(CO)(Cc2cccc(Cl)c2)C1 (stereo not drawn),1602,1481
Cc1ccc(N(CC(=O)NCCSCc2ccco2)S(=O)(=O)c2ccc(F)cc2)cc1,1593,2222
COc1ccc(NC(=O)COC(=O)c2ccc(F)cc2F)cc1,1571,1852
COc1ccc(N2CCN(C(=O)C3=NNC(=O)CC3)CC2)cc1,1501,1714
COc1ccc(OCC(=O)N/N=C(\C)CC(=O)Nc2cccc([N+](=O)[O-])c2)cc1,1706,1753
Cn1cccc1/C=N/NC(N)=S,1589,1782
O=[N+]([O-])c1ccc(N=NNc2ccccc2)cc1,1469,2161
CCn1ccnc1CN(C)Cc1cn(-c2cccc(C)c2)nc1-c1cccc(F)c1,1364,1486
COc1ccc(N(CC(=O)NCCC2=CCCCC2)S(=O)(=O)c2ccccc2)cc1OC,1436,1920
CCOC(=O)N1CCN(C(=O)c2ccc(Cn3c(=S)[nH]c4cc(OCC)c(OCC)cc4c3=O)cc2)CC1,1547,1861
Cc1ccc(C(=O)NC2CC3CCCC(C2)N3C(=S)NCc2ccco2)cc1 (stereo not drawn),1485,1736
CCCn1c(=O)[nH]c(=O)c2c1nc(-c1ccc(OC)c(Br)c1)n2CCOC,1648,1990
COc1cccc(CN(C)C(=O)CCc2nnc(-c3ccsc3)o2)c1,1421,1842
COc1ccccc1N1CCN(C(CNS(C)(=O)=O)c2cccnc2)CC1 (stereo not drawn),1435,1750
Cc1cc(C(=O)COC(=O)c2ccncc2)c(C)n1CCc1ccc(F)cc1,1706,1965
Nc1nc(N)c2ncc(C(=O)CCc3ccccc3)nc2n1,1366,1726
CCCOc1ccc(C(=O)ON=C2CCN(C)CC2)cc1,1814,2129
CCCc1nc2c([nH]1)C(c1cccnc1)C(C#N)=C(N)O2 (stereo not drawn),1518,1876
Cc1ccc2c(c1)C(=O)C(=O)N2CC(=O)Nc1ccc(N2CCOCC2)cc1,1500,1752
COc1ccc(CN(Cc2ccc(C(=O)O)cc2)C(=S)Nc2ccccc2Cl)cc1OC,1444,1611
CCCOc1ccc(CC2CCC(=O)NC2=O)cc1 (stereo not drawn),1586,1847
COc1ccc(C(=O)c2sc3nc(-c4ccccc4)ccc3c2N)cc1,1701,1851
C/C(=N\Nc1ccc([N+](=O)[O-])cc1[N+](=O)[O-])C(C)(C)C(C(=O)O)C(=O)O,1533,1791
CC(=O)Nc1ccc(S(=O)(=O)Nc2nc3ccccc3nc2Nc2ccccc2)cc1,1363,1795
# (listing goes on)
SMILES,SRC3 TRFRET art,SRC1 TRFRET art
Cc1cc(C)c2nc(/N=C(\N)NC(=O)Nc3ccccc3)nc(C)c2c1,1617,1582
Cc1cccc(C(=O)NC(=S)NNC(=O)c2ccc(Cl)cc2)c1,1571,1818
O=C(CCn1c(=O)[nH]c2ccccc2c1=O)NCCSCc1ccccc1,1456,1585
S=C1NC[C@H](CC2CCCCC2)N1CC1CCCCC1,1641,1760
CCCCCOc1ccc(NC(=O)C2OC3OC(C)(C)OC3C3OC(C)(C)OC23)cc1 (stereo not drawn),1550,2021
O=C(CN1C(=O)C2C3CCC(C3)C2C1=O)OCC(=O)c1cccc([N+](=O)[O-])c1 (stereo not drawn),1630,1682
C=CCNCCCCOc1ccc(OCc2ccccc2)cc1,1613,1837
CCC(CC)C(=O)NCc1ccccc1Cl,1475,1974
OC(CN1CCN(Cc2ccccc2)CC1)Cn1c2ccccc2c2ccccc21 (stereo not drawn),1616,1572
Cc1c(Cl)cccc1NS(=O)(=O)c1ccc2c(c1)C1C=CCC1C(c1ccc(C(=O)O)cc1)N2 (stereo not drawn),1621,2149
CN(C)c1ccc(/C=N/NC(=O)c2cccc(N3CCCC3=O)c2)cc1,1595,1874
O=C(OCC(=O)N1CCCc2ccccc21)c1cnc(Cl)c(Cl)c1,1511,1735
CC(=O)Nc1nc(C)c(Cc2ccccc2)c(=O)[nH]1,1448,2003
CCN(CC)C(=O)CSc1ncnc2c(-c3ccc(OC)cc3)nsc12,1405,1769
Cc1ccc2c(C)c(C(=O)NCc3ccc(S(N)(=O)=O)cc3)oc2c1,1733,1818
C#CCOCCOCCOCCNc1nc(N2CCN(C(=O)[C@H](CCCCN)n3cc(CCCC)nn3)CC2)nc(N2CCN(C(=O)[C@H](CCCCN)n3cc(CCCC)nn3)CC2)n1,1427,1789
CN(C)CCNC(=O)Cc1ccc([N+](=O)[O-])cc1,1373,1680
NCCCC[C@H]1CNC(=S)N1CCc1cc(C(F)(F)F)cc(C(F)(F)F)c1,1528,1826
COc1ccc(Cl)cc1NC(=O)CSc1ncnc2c1oc1ccccc12,1867,1636
CC(=O)c1c(C)[nH]c(C(=O)Nc2nc(C)cs2)c1C,1508,1491
O=C(c1cc([N+](=O)[O-])ccc1Cl)N1CCN(c2ccc([N+](=O)[O-])cc2)CC1,1350,1707
O=C(COC(=O)c1ccccc1C(=O)c1ccc(Cl)cc1)NC(c1ccccc1)c1ccccc1,1835,1912
N=c1c2c(n(Cc3ccc([N+](=O)[O-])cc3)c3c1CCC3)CCCC2,1662,1771
CCOC(=O)/C(C#N)=N/Nc1c(C)n(C)n(-c2ccccc2)c1=O,1675,2210
CCOc1ccc(C2C(C(=O)Nc3ccccc3)=C(C)N=c3s/c(=C/c4cccc(OCC(=O)O)c4)c(=O)n32)cc1 (stereo not drawn),1660,1638

# Profiles, quoted from the list:
# Results for Cc1cccc(C(=O)NC(=S)NNC(=O)c2ccc(Cl)cc2)c1 : SRC3 TRFRET art: 1571; SRC1 TRFRET art: 1818
# Results for CCCCCOc1ccc(NC(=O)C2OC3OC(C)(C)OC3C3OC(C)(C)OC23)cc1 (stereo not drawn) : SRC3 TRFRET art: 1550; SRC1 TRFRET art: 2021
# Results for CSc1ccccc1NC(=O)c1ccccc1 : SRC3 TRFRET art: 1631; SRC1 TRFRET art: 1701

# Following part
SMILES,SRC3 TRFRET art,SRC1 TRFRET art
O=C(c1ccc(COc2ccc(Cl)cc2)o1)N1N=C(C(F)F)CC1(O)C(F)F (stereo not drawn),1500,1626
CNC(=S)N/N=C/c1cc(C)ccc1C,1619,1928
CC(=O)c1ccc(NCC2COc3ccccc3O2)c([N+](=O)[O-])c1 (stereo not drawn),1488,1969
CCOC(=O)C1(CC2CC2)CCN(Cc2cnc(N(C)C)s2)CC1,1524,1516
Cc1cccc(-n2c(CNC(=O)Cc3ccccc3)n[nH]c2=S)c1,1236,1851
COc1ccc(/C=C/CN2CCCC(C(=O)c3ccc(OC)c(F)c3)C2)cc1 (stereo not drawn),1438,1738
CCc1cc2cc(C)cc(C)c2nc1Cl,1542,1747
CCOc1ccc(NC(=O)CC2C(=O)NCCN2C(=O)c2ccc(Cl)cc2)cc1 (stereo not drawn),1643,1919
O=C(C1=C[C@@H](c2ccc(C(F)(F)F)cc2)C[C@@H](OCCCCO)O1)N1CCN(Cc2ccc3c(c2)OCO3)CC1,1594,1799
Cc1cc(C)c(C(CC(=O)c2cccs2)C(C#N)C#N)c(C)c1 (stereo not drawn),1511,1606
COC(=O)C1=C(C)N(CCCC(=O)O)C(=O)NC1c1cccs1 (stereo not drawn),1311,1549
CNC(=S)N1N=C(c2ccc(Br)cc2)CC1c1ccc(OC)cc1 (stereo not drawn),2788*,2835*
Cc1ccc(/C=C/C(=O)Nc2ccccc2C(N)=O)cc1,1510,1861
Cc1cc(=O)[nH]c(N/N=C/CCc2ccccc2)n1,1852,1872
COc1cccc(C(=O)Nc2ccncc2)c1,1539,1789
CS(=O)(=O)NCCCCNc1ccc(C(F)(F)F)cc1[N+](=O)[O-],1440,1853
O=C(Nc1ccccc1)c1ccc(-c2ccccc2)s1,2060*,2787*
CCOc1ncccc1C(=O)OCc1ccc(C(=O)OC)cc1,1647,1950
COc1cc(NC(=S)NCCCN2CCOCC2)cc(OC)c1OC,1732,1963
COc1ccc(/C=C/C(=O)c2c(O)ccc3c(C)cc(=O)oc23)cc1,1593,1999
Cc1ccccc1NC(=O)NC(C)(C)CC(C)(C)C,1615,1783
COc1ccc(/C=C2/Sc3ccc(C(=O)N4CCc5ccccc5C4)cc3NC2=O)cc1,1660,1807
Cc1[nH]n(-c2ccccc2)c(=O)c1C(C[N+](=O)[O-])c1ccc(Cl)cc1 (stereo not drawn),1476,1677
CC1CN(CC(=O)Nc2ccc([N+](=O)[O-])cc2Br)CC(C)O1 (stereo not drawn),1405,1993
COC(=O)Nc1ccc(S(=O)(=O)N2CCC(C(=O)N3CCCCC3C)CC2)cc1 (stereo not drawn),1481,1647
# New compounds follow.
SMILES,SRC3 TRFRET art,SRC1 TRFRET art
CC(C)n1nc(C(=O)Nc2nc3ccccc3[nH]2)c2ccccc2c1=O,1510,1978
CCn1cc(CNCc2cn(C)nc2-c2ccc(C3CCCCC3)cc2)cn1,1641,1896
CS(=O)(=O)N(CC(=O)N1CCCC1)c1cccc(Cl)c1,1708,1651
CCCNC(=O)C1CC(=O)N(c2ccc(OCC)cc2)C1 (stereo not drawn),1661,2012
O=C(COc1ncnc2cc([N+](=O)[O-])ccc12)N(CCc1ccccc1)Cc1ccccc1,1622,1898
Cc1cc(C(=O)N2CCc3ccccc32)n(-c2ccccc2)n1,1454,1742
Cc1nc2c(ccc3c([N+](=O)[O-])cccc32)c(C)c1C,1568,1741
Cc1ccc(C)c(S(=O)(=O)Nc2nc(C)c(C(=O)Nc3ccccc3)s2)c1,1827,1781
COc1ccccc1CN1C2CCCC1CC(NC(=O)/C=C/c1ccccc1)C2 (stereo not drawn),1590,1685
CCOc1ccc(NCC(=O)c2ccc(C)cc2)cc1,1546,1839
N#Cc1c(N)n(-c2ccc(O)cc2)c2nc3ccccc3nc12,1612,1989
O=C(C1=C[C@@H](c2ccc(C(F)(F)F)cc2)C[C@@H](OCCCCO)O1)N1CCOCC1,1526,1658
COCCN(Cc1cc2cc(C)ccc2n2nnnc12)C(=S)Nc1ccc(C)cc1,1618,1660
NS(=O)(=O)c1ccc(NC(=O)COC(=O)c2ccc3c(c2)OCCO3)cc1,1641,1810
CC12COC3(C(=O)Nc4ccccc4)CC1CCC32C (stereo not drawn),1445,1726
CC[C@@H](NS(=O)(=O)c1ccc(C)cc1)C(=O)Oc1ccc2c3c(c(=O)oc2c1)CCC3,1636,1981

# Looked up above:
# Under SRC1 TRFRET art, `N#Cc1c(N)n(-c2ccc(O)cc2)c2nc3ccccc3nc12` reads 1989
# Under SRC1 TRFRET art, `CC[C@@H](NS(=O)(=O)c1ccc(C)cc1)C(=O)Oc1ccc2c3c(c(=O)oc2c1)CCC3` reads 1981
# Under SRC3 TRFRET art, `COc1ccccc1CN1C2CCCC1CC(NC(=O)/C=C/c1ccccc1)C2` (stereo not drawn) reads 1590
# Under SRC1 TRFRET art, `O=C(COc1ncnc2cc([N+](=O)[O-])ccc12)N(CCc1ccccc1)Cc1ccccc1` reads 1898
# Under SRC3 TRFRET art, `NS(=O)(=O)c1ccc(NC(=O)COC(=O)c2ccc3c(c2)OCCO3)cc1` reads 1641
# Under SRC1 TRFRET art, `CC12COC3(C(=O)Nc4ccccc4)CC1CCC32C` (stereo not drawn) reads 1726

# An excerpt of these results, as tab-separated lines.
Compound	SRC3 TRFRET art	SRC1 TRFRET art
COc1ccccc1CN1C2CCCC1CC(NC(=O)/C=C/c1ccccc1)C2 (stereo not drawn)	1590	1685
NS(=O)(=O)c1ccc(NC(=O)COC(=O)c2ccc3c(c2)OCCO3)cc1	1641	1810
CCn1cc(CNCc2cn(C)nc2-c2ccc(C3CCCCC3)cc2)cn1	1641	1896

# Screening data: PubChem, The Scripps Research Institute Molecular Screening Center
